M1 antag: human M1 muscarinic receptor antagonists, primary screen, CHO-K1 cells, Fluo-8 calcium fluorescence, 1536-well | Muscarinic acetylcholine receptor M1 (Homo sapiens), P11229 | CHO-K1 hM1, ACh EC80 antagonist | inhibition, % at 3 µM | 360,000 tested, 1.3% active | AID 588852, 2011;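 active = percent inhibition above its own plate's cutoff, namely the mean of that plate's compound wells plus 3 SD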;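 note: peak over basal fluorescence ratio during 140 s after agonist addition; 0% = ACh EC80 plus DMSO and 100% = DMSO alone without agonist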
CHRM1 agonist: human M1 muscarinic receptor agonists, primary screen, Fluo-8 calcium fluorescence, CHO-K1 cells, HTS; CHO-K1 hM1, agonist mode; 0% DMSO, 100% acetylcholine EC100; activation, % at 3 µM; 360,000 tested, 0.33% active; AID 588814, 2011;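 active = activation above the run's mean compound activation plus 3 SD, cut at about 16% in these data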;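 note: peak over basal fluorescence ratio within a 140 s kinetic read after compound addition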
M5 PAM: human M5 muscarinic receptor positive allosteric modulators, primary screen, CHO-K1 cells, Fluo-8 calcium fluorescence. Muscarinic acetylcholine receptor M5 (Homo sapiens), P08912. 360,000 tested, 0.3% active. AID 624038, 2012. activation, % at 3 µM. CHO-K1 hM5, ACh EC20 PAM; 0% = ACh EC20, 100% = ACh EC100;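 active = activation above the run cutoff, the mean activation of all test compounds plus 3 SD, cut at about 18% in these data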
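system = human M5 receptor in CHO-K1 cells | reagent = EC20 acetylcholine as agonist stimulus | compound dosing = single-point, 3 µM nominal | incubation = Fluo-8 loading 80 min at 37 °C plus 30 min room temperature | detection = Fluo-8 calcium dye fluorescence, kinetic read | benchmarks = low control EC20 acetylcholine (0%), high control EC100 acetylcholine (100%)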
TAAR1 agonist: human TAAR1 agonists, primary screen, Fluo-8 calcium fluorescence, CHO RD-HGA16 cells | Trace amine-associated receptor 1 (Homo sapiens), Q96RJ0 | vehicle wells 0%, saturating PEA agonist 100% | activation, % at 3 µM | 360,000 tested, 0.99% active;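 active = activation above the mean activation of all test compounds in the run plus 3 SD, cut at about 38% in these data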
Target sequence (Q96RJ0 whole entry, looked up): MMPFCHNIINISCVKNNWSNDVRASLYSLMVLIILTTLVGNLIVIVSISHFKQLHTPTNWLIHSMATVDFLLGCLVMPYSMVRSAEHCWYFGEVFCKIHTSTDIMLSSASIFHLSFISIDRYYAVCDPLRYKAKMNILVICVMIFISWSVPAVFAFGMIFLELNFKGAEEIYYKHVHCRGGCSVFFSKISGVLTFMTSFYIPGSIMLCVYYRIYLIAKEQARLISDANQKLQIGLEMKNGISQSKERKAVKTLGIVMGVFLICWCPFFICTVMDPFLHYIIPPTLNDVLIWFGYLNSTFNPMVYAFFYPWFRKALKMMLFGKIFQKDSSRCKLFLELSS
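System: CHO-derived RD-HGA16 cells with stable Gα16 and human TAAR1. Times: 17-24 h plating, Fluo-8 75 min 37 °C, 30 min RT. Measured by: calcium-sensitive Fluo-8 signal, excitation 470-495, emission 515-575 nm. Read-out basis: % activation relative to PEA EC100 response. Control set: DMSO and PEA EC100. Repeats: no replicates (n 1).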
M1 PAM: human M1 muscarinic receptor positive allosteric modulators, primary screen, CHO-K1 cells, Fluo-8 calcium fluorescence, 1536-well. AID 588819, 2011. Muscarinic acetylcholine receptor M1 (Homo sapiens), P11229. activation, % at 3 µM. CHO-K1 hM1, ACh EC20; 0% = ACh EC20, 100% = maximal ACh. 360,000 tested, 0.088% active; in the data active = activation above about 19%, passing the limit was not always enough
M5 ag: human M5 muscarinic receptor agonists, primary screen, CHO-K1 cells, Fluo-8 calcium fluorescence; 360,000 tested, 0.19% active; CHO-K1 hM5 cells; 0% DMSO wells, 100% maximal acetylcholine response; activation, % at 3 µM;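 active = activation above the run's mean over test compounds plus 3 SD, cut at about 23% in these data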;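 note: signal is peak over basal fluorescence ratio across the kinetic read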
CHRM4 antagonist: human M4 muscarinic receptor antagonists, primary screen, CHO cells, Fluo-8 calcium fluorescence; Muscarinic acetylcholine receptor M4 (Homo sapiens), P08173; CHO-hM4 cells, ACh EC80; inhibition, % at 3 µM; 360,000 tested, 0.73% active;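 active = inhibition above its plate's cutoff, the mean inhibition of sample wells plus 3 SD, cut at about 27% in these data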;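 note: 0% = acetylcholine EC80 with DMSO and 100% = DMSO without agonist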
Target sequence (P08173 whole entry, looked up): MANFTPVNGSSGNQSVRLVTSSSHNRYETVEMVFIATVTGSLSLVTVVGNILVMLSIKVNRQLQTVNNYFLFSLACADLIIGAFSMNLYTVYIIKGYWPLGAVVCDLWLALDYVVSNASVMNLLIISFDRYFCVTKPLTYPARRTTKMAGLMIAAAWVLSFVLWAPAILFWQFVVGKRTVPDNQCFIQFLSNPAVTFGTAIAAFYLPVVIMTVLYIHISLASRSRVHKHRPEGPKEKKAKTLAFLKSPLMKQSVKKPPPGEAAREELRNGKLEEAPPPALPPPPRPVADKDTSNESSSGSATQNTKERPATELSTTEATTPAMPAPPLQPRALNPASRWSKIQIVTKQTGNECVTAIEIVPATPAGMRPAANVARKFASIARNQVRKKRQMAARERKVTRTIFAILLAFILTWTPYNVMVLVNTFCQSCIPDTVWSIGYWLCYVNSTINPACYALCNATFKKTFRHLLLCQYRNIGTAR
CHRM4 agonist: human M4 muscarinic receptor agonists, primary screen, CHO-K1 cells, Fluo-8 calcium fluorescence | activation, % at 3 µM | CHO-K1 hM4/Gqi5; vehicle 0%, full acetylcholine response 100% | 360,000 tested, 0.14% active | Muscarinic acetylcholine receptor M4 (Homo sapiens), P08173 | AID 624127, 2012;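 active = activation above the run mean over all test wells plus 3 SD, cut at about 32% in these data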;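 note: peak over basal fluorescence ratio per well then scaled between controls; 0% = DMSO wells and 100% = acetylcholine at EC100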
CHRM5 antagonist: human M5 muscarinic receptor antagonists, primary screen, CHO cells, Fluo-8 calcium fluorescence | Muscarinic acetylcholine receptor M5 (Homo sapiens), P08912 | CHO-hM5 cells, ACh EC80 | inhibition, % at 3 µM | 360,000 tested, 0.59% active;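 active = inhibition above a per-plate cutoff, the mean of that plate's test compounds plus 3 SD, cut at about 27% in these data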;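 note: 0% = acetylcholine EC80 with DMSO and 100% = DMSO without agonist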
Active calls of the source: *; . = not tested or not shown.

SMILES | M1 antag | CHRM1 agonist | M5 PAM | TAAR1 agonist | M1 PAM | M5 ag | CHRM4 antagonist | CHRM4 agonist | CHRM5 antagonist
COC(=O)c1ccc(Cn2c(C)c(C(=O)NCc3cccs3)sc2=O)o1 | 0 | -5 | -1 | 1 | -2 | 0 | 2 | 2 | -2
COc1cc(NCC2COc3c(ccc(OC)c3OC)C2=O)c([N+](=O)[O-])cc1OC (stereo unspecified) | -2 | 0 | -11 | 2 | 1 | 2 | -12 | 10 | 7
CN1CCN(C(=O)c2ccc3c(c2)S(=O)(=O)c2ccccc2C3=O)CC1 | -2 | -7 | 6 | 2 | 5 | 1 | -4 | 2 | 1
COc1ccc(C2=NOC(C(=O)NCC(C)C)C2)cc1 (stereo unspecified) | -11 | -5 | -4 | 12 | 7 | -1 | 5 | 0 | 1
CCCCn1c(SCC(=O)NC(=O)NCc2ccco2)nc2cc(S(N)(=O)=O)ccc21 | 2 | -5 | 4 | 6 | 5 | -1 | -7 | 0 | -4
CCOc1ccc2nc(NC(=O)C(CCSC)NS(=O)(=O)c3cccs3)sc2c1 (stereo unspecified) | 19 | -1 | 3 | . | -7 | 2 | 8 | 6 | 7
O=C(OCc1ccccc1)c1ccc(NCc2cc(O)ccc2O)cc1 | -6 | 8 | 10 | 23 | 4 | 20 | 16 | 24 | 3
O=C(COc1ccccc1)NCCSc1ccccc1 | 8 | -3 | -6 | 19 | -2 | -1 | 7 | 0 | 4
CCOc1ccccc1C1C(C#N)=C(N)Oc2cc(N)ccc21 (stereo unspecified) | -6 | -4 | -5 | 3 | 3 | -2 | -3 | 1 | 8
COc1ccc(C(CNC(=O)C(CCSC)NC(=O)c2ccccc2Cl)N2CCCC2)cc1 (stereo unspecified) | -8 | -6 | -6 | 6 | 5 | -4 | 7 | 1 | 14
CC1(c2ccccc2)NC(=O)N(CC(=O)N(CC(=O)Nc2ccccc2C(F)(F)F)Cc2ccco2)C1=O (stereo unspecified) | 1 | 3 | -7 | 9 | 2 | -2 | 0 | 6 | -4
COc1ccc(CCNC(=O)C/C(C)=N/NC(=O)c2ccc([N+](=O)[O-])cc2Cl)cc1OC | -12 | -2 | 1 | 4 | 8 | -3 | -20 | 1 | -16
O=C(Nc1ccc2c(c1)OCCO2)c1cnc2ccccn2c1=O | -2 | -3 | -5 | 2 | 3 | -1 | 13 | 0 | 10
COC(=O)c1ccc(-n2nnnc2SC)cc1 | 8 | -2 | -3 | -1 | 1 | -1 | -17 | 0 | 5
O=C(Nc1cccc(-c2csc(Nc3ccccc3)n2)c1)c1cc([N+](=O)[O-])cc(C(F)(F)F)c1 | -7 | -3 | 7 | 1 | 0 | 3 | -7 | 2 | -2
Cc1ccc(NC(=O)CN(C)C(=O)c2ccc3[nH]c4c(c3c2)CC(C)CC4)cc1 (stereo unspecified) | 8 | -3 | 1 | 1 | -2 | 0 | 11 | 3 | -3
CC(=O)Nc1ccc(N2C(=O)CC(Sc3nc4ccccc4s3)C2=O)cc1 (stereo unspecified) | -6 | 5 | -3 | -1 | 10 | 1 | 2 | 1 | 3
COc1ccc(C(C)(O)c2nc(-c3ccccc3)cs2)cc1 (stereo unspecified) | 1 | -2 | -5 | -1 | 1 | 3 | -8 | 4 | -2
CCCCCCSc1cc(-c2nc3ccc(C)cn3c2NCCCC)ccc1OC | 3 | -2 | 2 | 11 | 2 | 3 | -6 | 3 | 7
COc1ccc(/C=C2\SC(=S)N(CCCC(=O)NC3CCCC3)C2=O)cc1OC | -11 | -4 | -2 | -2 | 9 | 0 | -10 | 1 | 13

Rewritten with two lines to a compound: 5 of the compounds above
Below each SMILES – M1 antag | CHRM1 agonist | M5 PAM | TAAR1 agonist | M1 PAM | M5 ag | CHRM4 antagonist | CHRM4 agonist | CHRM5 antagonist
COC(=O)c1ccc(-n2nnnc2SC)cc1
 : 8 | -2 | -3 | -1 | 1 | -1 | -17 | 0 | 5
O=C(Nc1cccc(-c2csc(Nc3ccccc3)n2)c1)c1cc([N+](=O)[O-])cc(C(F)(F)F)c1
 : -7 | -3 | 7 | 1 | 0 | 3 | -7 | 2 | -2
Cc1ccc(NC(=O)CN(C)C(=O)c2ccc3[nH]c4c(c3c2)CC(C)CC4)cc1 (stereo unspecified)
 : 8 | -3 | 1 | 1 | -2 | 0 | 11 | 3 | -3
CC(=O)Nc1ccc(N2C(=O)CC(Sc3nc4ccccc4s3)C2=O)cc1 (stereo unspecified)
 : -6 | 5 | -3 | -1 | 10 | 1 | 2 | 1 | 3
COc1ccc(C(C)(O)c2nc(-c3ccccc3)cs2)cc1 (stereo unspecified)
 : 1 | -2 | -5 | -1 | 1 | 3 | -8 | 4 | -2

(list continues)
SMILES | M1 antag | CHRM1 agonist | M5 PAM | TAAR1 agonist | M1 PAM | M5 ag | CHRM4 antagonist | CHRM4 agonist | CHRM5 antagonist
Cc1ccc(S(=O)(=O)N2CC=C(C(=O)NCc3ccc(F)cc3)CC2)cc1 | -6 | -4 | -5 | -1 | 1 | -2 | 8 | 2 | 0
Cc1ccc(NC(=O)CN2C(=O)CCS(=O)(=O)c3ccccc32)cc1Cl | -3 | 0 | -3 | 11 | 1 | -1 | 4 | 7 | 9
CC(NC(=O)[C@H](C)NC(=O)[C@@H]1CSC2c3ccccc3C(=O)N21)c1ccccc1 (stereo partly specified) | -12 | 0 | 4 | 2 | 8 | 2 | -7 | 10 | -3
Cc1cccc(C)c1NC(=O)CS(=O)CC(=O)N1CCN(c2ccccc2)CC1 (stereo unspecified) | -10 | -2 | 4 | -1 | 18 | -2 | 26 | -1 | 4
COc1ccc(OC)c(-c2csc(NC(=O)CSc3nnnn3C)n2)c1 | -26 | -2 | 2 | 0 | 9 | 3 | -8 | 1 | 0
Cc1cc(=O)[nH]c(SCC(=O)N2c3ccccc3CC2C)n1 (stereo unspecified) | 0 | 1 | -3 | 0 | 2 | 1 | -6 | -2 | 0
CCOC(=O)C1(CCCc2ccccc2)CCN(C(=O)c2cc(C)nn2CC)CC1 | 26 | -2 | -4 | 0 | -9 | -3 | 4 | 4 | 3
CCOc1ccc(NC(=O)/C(C#N)=C\c2ccc(N3CCCC3)c(C)c2)cc1 | 25 | 2 | -14 | 5 | -13 | 40* | 11 | 9 | 50*
CC(C)c1ccc(-c2nnn(Cc3nc4ccccc4s3)n2)cc1 | -9 | -4 | 10 | 13 | 5 | 1 | 5 | 0 | 12
CNC(=O)C(=O)NCC1OCCN1S(=O)(=O)c1ccc2c(c1)OCCO2 (stereo unspecified) | -8 | -3 | -1 | 4 | 8 | 3 | 3 | 1 | -11
Cn1cccc1/C=N/NC(=O)CNc1ccc2ccccc2c1 | -16 | 1 | -1 | 11 | 7 | 1 | 8 | 1 | 9
CCOc1ncccc1C(=O)OCC(=O)Nc1cccc(S(N)(=O)=O)c1 | 4 | -4 | 2 | 4 | -3 | 1 | 3 | 1 | -3
O=C(NNC1=NCCCCC1)c1ccccc1 | 0 | -6 | 0 | 4 | 2 | -3 | 5 | 1 | -3
Cc1ccc(S(=O)(=O)Nc2c(C)n(C)n(-c3ccccc3)c2=O)cc1C(=O)OC(C)C(=O)c1ccccc1 (stereo unspecified) | -6 | -6 | -2 | 0 | 10 | -6 | -4 | 2 | -2
COc1cc(NC(=O)COc2ccc([N+](=O)[O-])cc2)ccc1NC(=O)c1ccco1 | -12 | -3 | 1 | 2 | 8 | 1 | -8 | 0 | 4
CC1=NN(Cc2ccccc2)C(=O)C1C(c1ccncc1)C(C#N)C#N (stereo unspecified) | -11 | -2 | -2 | -1 | 1 | 3 | 7 | 0 | 1
CCN1CCS/C1=C\C=C\C1=[N+](CC)CCS1 | 13 | -6 | 9 | 9 | -2 | -14 | -1 | 1 | 12
COc1ccc(CNc2oc(COc3ccc(Cl)cc3)nc2C#N)cc1 | 14 | -8 | -17 | 4 | -12 | -5 | 20 | 8 | 16
Cc1cccc(OCC(O)CNC(=O)c2ccccc2C(=O)O)c1 (stereo unspecified) | -18 | 0 | 2 | 19 | 2 | 0 | -10 | 1 | -2
Cc1ccc(-c2cc(NC(=O)c3ccccc3)on2)cc1 | -9 | 1 | 7 | 21 | 13 | 3 | -13 | 8 | -5
COc1ccc(CCNC(=O)c2cc(-c3cc(Cl)cc(Cl)c3)oc2C)cc1 | -10 | 0 | 2 | 5 | 4 | 3 | 2 | 1 | 1
O=C(N/N=C/c1cccnc1)c1cc(-c2ccc(Br)cc2)nc2ccccc12 | -9 | 4 | 4 | 1 | 10 | -4 | -1 | 7 | -5
COc1ccc(OC)c(N2C(=O)CCCC2=O)c1 | 3 | -2 | -8 | 1 | 4 | 0 | 13 | 0 | 11
Cc1cc(N2CCN(C(=O)OC(C)(C)C)CC2)n2ncnc2n1 | -7 | -1 | 1 | 3 | 0 | 3 | 0 | 2 | -1
CN1CCN(c2ccc(C(CC(N)=O)NC(=O)Cc3ccc(Br)cc3)cc2[N+](=O)[O-])CC1 (stereo unspecified) | 12 | -10 | 4 | 7 | -1 | 3 | 1 | 2 | 5
C[C@@H]1CN([C@H](C)CO)C(=O)CCCn2cc(nn2)CO[C@H]1CN(C)S(=O)(=O)c1ccc(-c2ccccc2)cc1 | -10 | -9 | 4 | 0 | 9 | 0 | -8 | 0 | -3

From PubChem

A portion of the library; the hit share may differ from the screen's.
